# TPT1 inh: inhibitors of Candida albicans tRNA 2'-phosphotransferase TPT1. inhibition, % at 5 µM. actives 0.81% (n = 300,000). recombinant caTPT1, FP RNA substrate dephosphorylation. AID 1962;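 active means inhibition above the mean of all tested compounds plus 3 SD, set per screening campaign, cut at about 24% in these data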;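 further: plate controls were DMSO alone for no effect and ferristatin control at 100 nM for full effect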
# PAFAH2 FP inh: inhibitors of human PAFAH2. Q99487. inhibition, % at 3.39 µM. recombinant PAFAH2, FP-rhodamine activity probe, fluorescence polarization. actives 0.99% (n = 340,000);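 active means inhibition above the mean over all tested compounds plus 3 SD, cut at about 30% in these data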;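 further: inhibitors block probe labeling of enzyme so polarization drops; 0% = enzyme with DMSO and 100% = wells lacking PAFAH2 protein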
# proCasp7 act: counter-screen: procaspase-7 (human) activation; actives 0.093% (n = 330,000); recombinant procaspase-7, Ac-DEVD-pNA absorbance 405 nm; D23A/D198A/D206A triple mutant, cannot self-cleave; scale: DMSO 0, 5 µM enzyme 100; AID 463210; activation, % at 8.5 µM;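 active means percent activation above the screen-wide mean plus 3 SD, cut at about 25% in these data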
#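 System: Procaspase-7 triple mutant (PC-7 D3A); measure: % activation from two-timepoint absorbance difference, scaled to controls; times: 1 h compound preincubation, 2 h substrate cleavage, 25 °C; also added: Ac-DEVD-pNA substrate, 400 µM as added; measured by: Epi-absorbance of released pNA at 405 nm, two timepoints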
# CTSL1 counter: cathepsin L1 inhibition, PFM18AAP counter-screen; inhibition, % at 5.96 µM; recombinant F. hepatica cathepsin L1, Z-Leu-Arg-MCA fluorescence; AID 1906; actives 0.49% (n = 300,000);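 active means inhibition above the mean of all tested compounds plus 3 SD, set per screening campaign, cut at about 17% in these data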;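 further: 0% = plate median of test compound wells and 100% = 1 µM Z-Phe-Ala-diazomethylketone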
# core dimer inh: HCV core protein dimerization inhibition; inhibition, % at 5 µM; TR-FRET GST/Flag-core106 dimerization, 1536-well; actives 0.33% (n = 300,000);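 active means inhibition above the mean of all tested compounds plus 3 SD, set per screening campaign, cut at about 45% in these data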
#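 System: GST/Flag-tagged HCV core106 proteins. Incubation: compound-protein-antibody incubation 4 h at 22.5 °C. Technique: HTRF with 340 nm excitation, 617/671 nm emission. Medium: KF-containing HEPES buffer, pH 7.45, DTT, CHAPS, BSA. Read-out: inhibition (%) from 671 over 617 nm ratio. Also added: Eu(K)-anti-GST 90 ng/mL plus XL665-anti-Flag 1 µg/mL.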
# PP5 primary: inhibitors of human protein phosphatase 5 (PP5); P53041; purified PP5c, OMFP substrate fluorescence; inhibition, % at 6.7 µM; actives 0.18% (n = 320,000);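 active means inhibition above the campaign's mean inhibition across all tested compounds plus 3 SD, cut at about 9.5% in these data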;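 further: 0% = DMSO only and 100% = 100 µM cantharidin control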
# Target sequence (P53041 whole entry, looked up): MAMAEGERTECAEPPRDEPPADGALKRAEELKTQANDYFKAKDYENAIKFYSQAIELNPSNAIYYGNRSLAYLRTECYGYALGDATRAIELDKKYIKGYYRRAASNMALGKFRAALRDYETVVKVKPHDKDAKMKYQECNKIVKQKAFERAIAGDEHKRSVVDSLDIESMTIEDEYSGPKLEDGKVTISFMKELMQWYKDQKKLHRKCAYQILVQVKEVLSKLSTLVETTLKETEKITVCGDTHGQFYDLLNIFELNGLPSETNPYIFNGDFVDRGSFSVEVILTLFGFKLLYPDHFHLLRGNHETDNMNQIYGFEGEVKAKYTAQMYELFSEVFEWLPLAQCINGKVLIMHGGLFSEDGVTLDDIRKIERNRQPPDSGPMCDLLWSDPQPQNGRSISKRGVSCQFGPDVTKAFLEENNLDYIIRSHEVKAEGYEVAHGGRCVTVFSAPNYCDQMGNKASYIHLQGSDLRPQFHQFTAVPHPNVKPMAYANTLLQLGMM
# AHR activator: activators of human aryl hydrocarbon receptor | AHR-responsive luciferase reporter cells, luminescence | actives 2.5% (n = 320,000) | activation, % at 5 µM | AID 2796; in the data active means activation above about 47%;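 further: 0% = vehicle wells and 100% = reference agonist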
# procasp3 activ: procaspase-3 (human) activation | P42574 | recombinant procaspase-3 D3A, Ac-DEVD-pNA absorbance 405 nm | activation, % at 8.5 µM | actives 0.11% (n = 330,000);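 active means activation above the mean of all tested compounds plus 3 SD, cut at about 21% in these data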;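 further: 0% = DMSO alone and 100% = DMSO wells spiked with extra 5 µM PC-3 D3A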
# Target sequence (P42574 whole entry D9A/D28A/D175A): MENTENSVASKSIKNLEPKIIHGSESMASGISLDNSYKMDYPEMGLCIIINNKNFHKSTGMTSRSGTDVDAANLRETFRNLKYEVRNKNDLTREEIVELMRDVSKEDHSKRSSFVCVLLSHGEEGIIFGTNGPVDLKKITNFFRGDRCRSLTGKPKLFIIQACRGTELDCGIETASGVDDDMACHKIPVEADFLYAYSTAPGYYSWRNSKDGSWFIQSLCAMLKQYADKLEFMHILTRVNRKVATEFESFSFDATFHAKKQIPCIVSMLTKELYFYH
#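 Test system: Procaspase-3 D3A mutant; medium: Zinc-free HEPES/NaCl buffer with 0.01% Triton X-100 at pH 7.4; reagent: DEVD-pNA substrate; doses: one concentration, 8.5 µM nominal, 0.8% DMSO; times: 1 h preincubation plus 2 h reaction at 25 °C; signal: Epi-absorbance at 405 nm of released p-nitroaniline, 0 and 120 min; replicates: singlicate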
# PP1 inh: PP1-alpha (human) inhibition in PP5 counter-screen; inhibition, % at 6.7 µM; purified PP1alpha, OMFP fluorescence; actives 0.9% (n = 320,000);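 active means inhibition above the mean inhibition of all tested compounds plus 3 SD, computed separately for each screening campaign, cut at about 15% in these data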
# Target sequence (P62136 whole entry, looked up): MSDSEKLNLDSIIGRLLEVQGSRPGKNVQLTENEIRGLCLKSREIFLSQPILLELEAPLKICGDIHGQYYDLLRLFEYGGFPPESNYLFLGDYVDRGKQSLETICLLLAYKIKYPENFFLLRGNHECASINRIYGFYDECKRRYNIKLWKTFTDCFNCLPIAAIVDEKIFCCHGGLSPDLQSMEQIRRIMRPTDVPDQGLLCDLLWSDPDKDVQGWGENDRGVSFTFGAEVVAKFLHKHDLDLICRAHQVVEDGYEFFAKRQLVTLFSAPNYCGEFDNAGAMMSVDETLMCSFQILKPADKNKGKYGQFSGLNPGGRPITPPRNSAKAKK
# Starred values were filed as active, the others as inactive; x = not tested or not shown.
SMILES,TPT1 inh,PAFAH2 FP inh,proCasp7 act,CTSL1 counter,core dimer inh,PP5 primary,AHR activator,procasp3 activ,PP1 inh
CC1=CCC2C(=O)N(c3cccc(C(=O)NCc4ccccc4)c3)C(=O)C2C1 (stereo not drawn),-2,3,13,1,1,0.4,0,4,-1
CCc1cccc(Nc2c3c(nc4ncnn24)CCC3)c1,0,-2,16,0,-2,-3.6,29,1,0
Cc1ccc(N2CCN(S(=O)(=O)c3ccc(F)cc3)CC2)c(C)c1,5,6,8,1,4,1.0,-2,14,-2
CC(=O)c1coc2ccc(OCC(=O)O)cc12,1,-5,1,-2,0,2.6,-2,6,-5
Cc1cc(OCCCC(=O)NCCc2nnc3ccccn23)ccc1Cl,x,1,-1,x,x,x,0,0,x
CC(C)(C)C(=O)Nc1cc2c3c(c1)CC(=O)N3CCC2,0,8,-3,-3,-7,2.2,11,4,0
NC(=O)N1N=C2/C(=C/c3ccccc3)CCCC2C1c1ccccc1 (stereo not drawn),-5,2,2,2,16,1.7,59*,6,-2
CC(C)c1[nH]nc2c1C(c1cccc(OC(=O)N3CCOCC3)c1)C(C#N)=C(N)O2 (stereo not drawn),1,-16,8,-2,4,0.8,8,-4,2
COc1cc([N+](=O)[O-])ccc1NC(=O)CCCOc1ccccc1,-5,1,0,0,0,2.6,3,-3,1
COc1cccc(-c2cc(C(=O)NC3CCCC3)c3ccccc3n2)c1,-2,x,-1,-4,8,3.5,7,3,-5
C=CCn1c(SCC(=O)N2CCN(c3ccc(F)cc3)CC2)nnc1-c1ccco1,0,-6,0,-2,-4,-1.5,1,11,-8
C=CCSc1nc2c(c(=O)[nH]c(=O)n2C)n1Cc1ccccc1,-5,2,-7,6,4,0.0,3,-4,-4
O=C(CSc1ncn[nH]1)Nc1ccnc2ccccc12,-1,2,3,2,3,0.5,2,2,-2
COc1ccc(NC(=O)Nc2ccc3c(c2)C(=O)N([C@H](C)CO)C[C@H](C)[C@@H](CN(C)S(=O)(=O)c2cccs2)O3)cc1,x,-10,7,x,x,x,-2,2,x
COc1cc(C)nc(N2CCC(C(=O)NCC3CCCO3)CC2)n1 (stereo not drawn),1,1,5,0,-3,0.3,1,7,-1
CCn1cc(CN2CCCC(C(=O)c3ccc(-c4ccccc4)cc3)C2)cn1 (stereo not drawn),1,x,-2,2,3,2.3,2,4,4
Cc1ccc(CNC(=O)Cc2ccc(NC3=NC4CS(=O)(=O)CC4S3)cc2)cc1 (stereo not drawn),-1,-3,2,-3,-4,0.0,0,-6,4
O=C(CCSc1ccccc1)NCC1CCCO1 (stereo not drawn),-4,6,10,-7,-3,-0.8,2,0,-5
COc1ccc(S(=O)(=O)N(CCc2ccccc2)CC(=O)O)cc1Cl,-1,-10,2,-3,2,-0.2,-4,6,-5
CC1CCCCC1NC(=O)COC(=O)c1cc(=O)c2ccccc2o1 (stereo not drawn),1,6,3,3,0,-0.3,1,-5,7
CC(C)(C)OC(=O)N[C@@H](CC(=O)OCc1ccccc1)C(=O)O,-3,4,3,2,-3,1.2,0,-8,5
CC1(C)Cc2nc(-c3ccccc3)n3cnnc3c2CO1,-2,-9,-2,4,-5,4.6,-1,-11,-1
Cc1cc(OCCOCCNC(C)C)cc(C)c1Cl,-5,-2,2,7,-7,-0.4,0,0,2
c1cnc(N2CCN(c3nc4ccccc4n4cnnc34)CC2)nc1,-1,-1,-5,-4,3,1.9,-16,3,-8
CC(C)(C)NC(=S)NC(=O)C12CCC3CC(CC(C3)C1)C2,-2,-5,3,1,4,-0.7,-1,4,-2
Cc1cc(C)n(-c2ccc(C(=O)N3CCN(c4ccccn4)CC3)cc2)n1,x,-1,10,x,x,3.6,3,12,1
CC1CN(C(=S)NC(=O)c2ccc([N+](=O)[O-])cc2)CC(C)O1 (stereo not drawn),6,1,-5,4,2,1.8,4,-1,-11
COC(=O)C(NC(C)=O)(Nc1nc(C)cs1)C(F)(F)F (stereo not drawn),-2,7,2,0,0,0.0,0,2,-1
Cc1c(-c2cccs2)[n+](=O)c2c(n1[O-])CCCCC2,1,-2,4,3,-9,-0.1,1,0,-2
Cc1sc2ncn3cnnc3c2c1C,-1,1,13,0,1,0.4,1,3,-3
Cc1noc(C)c1CSCC(=O)Nc1nc(-c2ccc(F)c(F)c2)cs1,-2,-5,3,-3,-4,3.3,-7,-3,1
Cc1cccc2[nH]c3c(N4CCN(C(=O)c5ccco5)CC4)ncnc3c12,-2,-3,6,-4,-7,-3.2,43,-2,-7
CS(=O)(=O)c1ccccc1-c1nnc(NC(=O)c2cccc(N3C(=O)CCC3=O)c2)o1,0,3,1,-1,0,0.7,-1,6,-1
CC(C)NC(=O)[C@]1(C)CCC[C@@]2(C)C3CC[C@@]4(C)C[C@]3(CCC21)CC4=O (stereo partly drawn),x,11,2,x,x,1.9,-2,8,-3
O=S(=O)(Nc1ccccc1N1CCCCC1)c1ccc(F)cc1,0,x,4,1,2,1.0,0,-3,4
CCOC(=O)N1CCc2c(sc(NC(=O)c3ccc(Cl)s3)c2C(N)=O)C1,14,x,-3,1,2,3.7,35,-7,5

# Four of these compounds, reformatted.
> CS(=O)(=O)c1ccccc1-c1nnc(NC(=O)c2cccc(N3C(=O)CCC3=O)c2)o1
  TPT1 inh: 0; PAFAH2 FP inh: 3; proCasp7 act: 1; CTSL1 counter: -1; core dimer inh: 0; PP5 primary: 0.7; AHR activator: -1; procasp3 activ: 6; PP1 inh: -1

> CC(C)NC(=O)[C@]1(C)CCC[C@@]2(C)C3CC[C@@]4(C)C[C@]3(CCC21)CC4=O (stereo partly drawn)
  TPT1 inh: x; PAFAH2 FP inh: 11; proCasp7 act: 2; CTSL1 counter: x; core dimer inh: x; PP5 primary: 1.9; AHR activator: -2; procasp3 activ: 8; PP1 inh: -3

> O=S(=O)(Nc1ccccc1N1CCCCC1)c1ccc(F)cc1
  TPT1 inh: 0; PAFAH2 FP inh: x; proCasp7 act: 4; CTSL1 counter: 1; core dimer inh: 2; PP5 primary: 1.0; AHR activator: 0; procasp3 activ: -3; PP1 inh: 4

> CCOC(=O)N1CCc2c(sc(NC(=O)c3ccc(Cl)s3)c2C(N)=O)C1
  TPT1 inh: 14; PAFAH2 FP inh: x; proCasp7 act: -3; CTSL1 counter: 1; core dimer inh: 2; PP5 primary: 3.7; AHR activator: 35; procasp3 activ: -7; PP1 inh: 5

# (listing goes on)
SMILES,TPT1 inh,PAFAH2 FP inh,proCasp7 act,CTSL1 counter,core dimer inh,PP5 primary,AHR activator,procasp3 activ,PP1 inh
COc1ccc(/C=N/NC(=O)c2cccc(NC(=O)c3ccccc3Cl)c2)c(OC)c1,-2,-6,-5,5,6,1.8,8,-4,-1
COc1ccc(NS(=O)(=O)c2ccc(N3CCCC3)c(N)c2)cc1,0,5,-2,-2,-9,5.4,0,-6,-4
OC(CNC1CCCCCC1)COc1cccc2ccccc12 (stereo not drawn),2,-1,-2,-2,2,1.9,7,1,5
Cc1onc(-c2ccccc2)c1C(=O)N1CCc2ccccc21,-3,0,6,1,4,-0.2,3,4,-5
O=C1CCC(C(=O)N(CCO)Cc2ccccc2)CN1CCCN1CCOCC1 (stereo not drawn),-1,3,0,-4,-3,1.2,1,8,-5
CCC(=O)NC(=S)Nc1ccc(NC(=O)c2ccc(Br)o2)cc1,-3,-8,-8,3,-5,-2.5,9,-2,2
COc1ccc2cc(C(=O)N3CCCCCC3)sc(=O)c2c1OC,0,1,-8,0,-2,-0.2,4,-8,-3
CO/N=C(/CNC(=O)c1cccc(Cl)c1)c1ccc(Cl)cc1,-3,-4,-7,-6,1,2.9,6,5,2
O=C(COC(=O)c1ccccc1OCc1ccc(Cl)cc1)NCC1CCCO1 (stereo not drawn),x,26,3,x,x,x,-1,6,x
CCOc1cccc(C2C(C(=O)c3cccs3)=C(O)C(=O)N2Cc2cccnc2)c1 (stereo not drawn),3,-1,-24,0,14,-0.5,-2,-2,2
COc1ccccc1Nc1nc(N)nc(CN2CCOCC2)n1,2,9,18,-6,-2,3.2,14,4,-1
CS(=O)(=O)N1CCN(c2cnn(-c3ccccc3)c(=O)c2Cl)CC1,0,-10,4,2,-2,4.5,0,-8,-4
Cc1ccc(Cl)cc1N1CCN(C(=O)C2CCN(S(=O)(=O)c3cccnc3)CC2)CC1,-2,1,-6,-1,8,1.9,0,1,2
Cc1ccc(S(=O)(=O)N2N=C3CCCCC3C2(O)C(F)(F)F)cc1 (stereo not drawn),0,3,-1,4,8,-9.6,1,-3,-1
COc1ccccc1-n1c(SCC(=O)N2CCc3ccccc32)nc2c(c1=O)SCC2,3,3,2,0,18,2.5,11,-1,2
CCOC(=O)c1c(NC(=S)Nc2ccccc2)sc2c1CCN(CC)C2,99*,-4,-25,0,-14,-1.3,-2,-24,3
COc1ccc(NC(=O)CN2C(=O)/C(=C3\SC(=S)N(C4CCS(=O)(=O)C4)C3=O)c3ccccc32)cc1 (stereo not drawn),0,x,-7,-3,8,2.0,1,-9,-5
O=C(NC(Cc1ccccc1)C(=O)O)/C(=C\c1ccccc1)NC(=O)c1ccco1 (stereo not drawn),-3,-9,8,1,-4,0.1,-1,8,2
Cc1cc(C)c(C(=O)CSc2n[nH]c(-c3ccncc3)n2)c(C)c1,-2,2,8,-1,-20,0.8,18,6,4
Cc1cc(-c2ccccc2)cc(-c2ccccc2)[n+]1C,3,3,4,1,1,-2.1,0,4,0
COCCCNC(=O)c1sc2ncn(CC(=O)Nc3ccc(C)c(Cl)c3)c(=O)c2c1C,2,-2,-5,1,1,0.6,2,-4,-3
O=C(Nc1ccc(C(=O)O)cc1)/C(=C\c1ccc2c(c1)OCO2)NC(=O)c1ccccc1,2,3,2,5,2,-0.9,1,-1,-3
COCCn1c(C)c(C(=O)O)sc1=S,-5,0,-20,5,-3,-1.7,-1,1,-2
CCCCCCn1c(N2CCC(C(N)=O)CC2)nc2c1c(=O)[nH]c(=O)n2C,3,6,3,1,0,-1.4,3,-4,-3
Cc1ccc2cc(C#N)c(N3CCCN(C(=O)C4CCCO4)CC3)nc2c1 (stereo not drawn),-1,1,1,0,9,3.3,8,0,-1
O=C(Nc1ccccn1)c1cccc(S(=O)(=O)N2CCCCC2)c1,-1,12,3,2,7,3.6,13,-1,-2
Cc1ccc(C(=O)OCC(=O)NCc2cccs2)cc1S(=O)(=O)N1CCOCC1,-4,49*,0,-21,-4,0.3,0,12,0
O=C(NCc1ccccn1)c1cc(-c2ccc(Cl)cc2)oc1C(F)(F)F,-3,x,1,4,-1,1.8,2,-1,-1
CCOC(=O)C1=C(C)Nc2sc(C(=O)c3ccc(Br)cc3)c(N)c2C1c1ccc(C(=O)OC)cc1 (stereo not drawn),55*,-19,-16,2,6,4.8,2,-24,1
O=C(CC1CCCC1)Nc1nnc(C2CC2)s1,-3,2,-10,-4,0,2.3,13,1,1
CCOC(=O)c1ccc(CNCc2ccc(Br)cc2)cc1,-1,-4,-5,-5,-11,-1.3,-1,5,2
Nc1nc(SCC(=O)NC2CCCCC2)[nH]c(=O)c1-c1ccccc1,-4,-3,-3,-2,-4,1.0,4,-3,3

# No enrichment for hits (roughly 5.6% active in at least one column).
